TAG inh: inhibitors of triacylglycerol accumulation, primary screen, cell-based, uHTS, fluorescence, H9c2 | actives 0.66% (n = 230,000) | AID 651582, 2012 | inhibition, % at 12.5 µM | H9c2 cells, Nile Red lipid (TAG) fluorescence; cells loaded with 200 µM oleic acid;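 active = pattern-corrected inhibition of lipid staining of at least 50% with the nuclear-stain viability signal not falling by more than 50%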;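 note: 0% = DMSO wells and 100% = triacsin C control wells; some results filed as inactive read as strong as hits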
TAG inh DAPI viability: second read-out of TAG inh, no call of its own (marks repeat the call); DAPI nuclei signal change (viability), lower = more cytotoxic, %;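 whole-well DAPI fluorescence read on a plate reader as a viability signal; minus 50 percent equals half of cells still viable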
* hit, by the source's call. This is a subset; rates above refer to the full screens.

SMILES	TAG inh	TAG inh DAPI viability
CCCCN(CC)S(=O)(=O)c1ccc2c(c1)CCCN2C(C)=O	-25.0	7.1
C#CCOCCOCCOCCNc1nc(N2CCOCC2)nc(N2CCN(C(=O)CCCCCCCCCCNC(=O)[C@H](CO)n3cc(CCCCCN)nn3)CC2)n1	-19.1	10.4
COc1ccc(/C=C/c2ccccc2)cc1[C@H]1[C@@H]2C=CCC[C@@]2(C)C(=O)N1Cc1ccccc1	2.9	3.3
O=c1oc2ccccc2c2oc3cc(O)c(O)cc3c12	-8.1	6.9
Cc1ccc(S(=O)(=O)Nc2ccc3ccccc3c2[N+](=O)[O-])cc1	-0.6	2.5
CCOc1ccccc1N1CCN(C(=O)NC2CCCCC2)CC1	12.4	-8.9
O=C(CCCC1=NS(=O)(=O)c2ccccc2N1)N1CCN(c2ccccc2)CC1	-2.0	-2.0
C/C(=N\NC(=O)c1c(Cl)c(C)nn1C)c1cccc(NC(=O)c2cccc(F)c2)c1	20.1	-9.4
COCCNC(=O)Nc1ccc2nc(-c3cccs3)c(-c3cccs3)nc2c1	27.1	0.3
Cc1cc2cc(CN(Cc3ccco3)C(=O)NCc3ccccc3)c(=O)[nH]c2cc1C	-4.8	2.8
CCc1n[nH]c(=S)n1/N=C/c1cc(Br)c(O)c(OC)c1	-20.5	13.3
O=C(NC1=NCCCCC1)c1cccc2ccccc12	5.7	6.9
CN(C)c1ccc(S(=O)(=O)N2CCCCC2)cc1NC(=O)CCNC(=O)c1ccccc1Cl	20.5	-4.1
Cc1nn(C)c(C)c1CCC(=O)O	-12.5	-1.4
COc1ccccc1C(=O)NC(=O)COC(=O)CCOc1cc(C)ccc1C	-16.7	1.3
CC1CCC2(CC1)NC(=O)N(CC(=O)N1CCN(C(=O)c3ccco3)CC1)C2=O (stereo unspecified)	9.7	0.9
O=C(NCCc1cnc[nH]1)c1cccs1	-13.4	12.9
COc1ccc(-c2cc(C(=O)Nc3cc(C)on3)no2)cc1OC	2.8	11.4
CCCCn1c(NCCN(C)C)nc2c1c(=O)[nH]c(=O)n2C	10.4	-7.5
CC(C)OC(=O)C1C(=O)CC(C)(O)C(C(=O)OC(C)C)C1c1cccc(O)c1 (stereo unspecified)	-1.9	7.6
O=C(Nc1cccc2ccccc12)C12CC3CC(C1)CC(n1cnc([N+](=O)[O-])n1)(C3)C2	3.2	-9.5
Cc1cc(SCC(=O)NN)c2cc(Br)ccc2n1	10.8	4.3
COc1ccc(C(C#N)Nc2ccccc2OC)cc1 (stereo unspecified)	6.5	-3.9
COc1ccc(-c2csc3nc[nH]c(=O)c23)cc1	7.7	-5.3
CCc1nc(SCC(=O)N2CCCCCC2)c2c(=O)n(C)c(=O)n(C)c2n1	13.7	-3.9
(next part)
SMILES	TAG inh	TAG inh DAPI viability
CC1=NC(C)(C)CC2CCC(O)C12 (stereo unspecified)	-9.2	3.6
COc1nc(-c2ccc3c(c2)OCO3)n(-c2ccc(NC(=O)CSc3ccccc3)cc2)n1	-21.7	4.2
COc1ccc(O)c(CN2CCCC(N3CCN(c4ccc(F)cc4)CC3)C2)c1 (stereo unspecified)	-1.8	10.3
CCN(CC)CCn1c(C)nc2ccccc21	-2.3	-2.7
Cc1ccsc1C(=O)OCC(=O)Nc1cccc(F)c1	-27.9	7.5
CC(Oc1ccc(Cl)cc1Cl)C(=O)NCCCn1ccnc1 (stereo unspecified)	-23.2	24.0
CC(=O)Nc1ccccc1NC(=O)CC(C)(C)C	-1.0	13.3
CCOC(=O)c1ccc(Nc2nnc3nc(C)cc(C)n23)cc1	-6.1	10.2
CCCN1Cc2cccc(C(=O)NCc3ccc4c(c3)OCO4)c2C1=O	-13.8	-5.9
CCN(Cc1ccc2c(c1)OCCO2)C(=O)CN1C(=O)NC2(CCCCC2)C1=O	5.9	2.0
CCN(CC)C(=O)c1ccc(NS(=O)(=O)c2ccccc2)cc1	-20.2	12.0
CN(Cc1ccccc1)C(=O)CN1CCN(S(=O)(=O)c2ccc(Cl)c(Cl)c2)CC1	-5.5	2.7
N#CC1=C(N)Oc2cc(N)ccc2C1c1ccc(F)cc1 (stereo unspecified)	7.6	-5.0
COc1ccc(-c2ccc(SCC(=O)NCC3CCCO3)nn2)cc1OC (stereo unspecified)	2.6	-2.9
Cc1ccc(S(=O)(=O)OCCC2=CC(=O)CCN2Cc2ccccc2)cc1	-8.1	-3.3
COc1ccc(C2CC(c3ccc(OC)cc3)n3nc(N)nc3N2)cc1 (stereo unspecified)	5.2	3.5
CC1CCCC(C)N1C(=O)COc1ccc(C(=O)N/N=C/c2ccc(C(=O)O)cc2)cc1 (stereo unspecified)	-7.0	3.2
Cn1c(CBr)c(C(=O)c2ccc([N+](=O)[O-])cc2)c(=O)n(C)c1=O	2.2	10.2
Cc1noc(C)c1S(=O)(=O)N(C)C[C@H]1OCc2cnnn2CCCC(=O)N([C@H](C)CO)C[C@H]1C	-0.9	-3.2
O=C(Cn1nnc(-c2ccccc2)n1)OCc1csc(-c2ccccc2)n1	4.8	-0.1
CC(Sc1ncnc2sc(-c3ccccc3)cc12)C(N)=O (stereo unspecified)	24.5	-7.1
COc1ccc(NC(=O)C2CCCC2)cc1S(=O)(=O)N1CCOCC1	12.9	3.2
Cc1cc(-c2ccccc2)n[nH]1	3.8	2.8
N=C(N)c1ccc(Cl)cc1	6.6	-2.5
COCCN1C[C@@H](CO)O[C@@H](n2cnc3c(N4CCN(CCO)CC4)ncnc32)C1	5.6	-13.1
Following part.
SMILES	TAG inh	TAG inh DAPI viability
O=C(NCC(c1ccco1)N1CCN(c2ccccc2F)CC1)c1cccs1 (stereo unspecified)	1.9	-2.8
O=C(Nc1ccccc1)C1=C[C@H](c2ccc3c(c2)OCO3)C[C@H](OCc2ccc(CO)cc2)O1	-66.6	-5.5
N#C/C(=N\Nc1ccc([N+](=O)[O-])cc1)C(N)=S	0.6	4.9
CCC(=O)N(Cc1cc2ccccc2[nH]c1=O)c1ccccc1OC	-5.8	-3.6
CN(CC(=O)Nc1ccccc1Cl)C(=O)CSc1nnc(N)s1	-13.6	0.0
CC(NC(=O)C1=CC=CN2CCS(=O)(=O)N=C12)c1ccc(Cl)cc1Cl (stereo unspecified)	15.1	-6.3
O=C(NCCNC(=O)c1ccc(Br)o1)c1cccnc1	19.3	-2.8
O=C(NNC(=O)c1cccs1)c1ccccc1	-3.8	-1.7
CC(C)(C)NC(=O)NC(=O)CSc1ncccn1	-19.2	-1.3
CC(C(=O)Nc1ccc([N+](=O)[O-])cc1Cl)N1CCN(S(=O)(=O)c2cccs2)CC1 (stereo unspecified)	8.6	-6.0
Cc1csc(Nc2ccccc2C(F)(F)F)n1	4.3	2.2
Cc1ccc(NS(=O)(=O)c2ccc3c(c2)n(C)c(=O)n3C)cc1C	-27.7	0.4
CN(C)C(CNC(=O)c1ccc(S(=O)(=O)N(C)C)cc1)Cc1ccccc1 (stereo unspecified)	-4.1	15.1
C#CCOCCOCCOCCNc1nc(N2CCN(C(=O)CCCCCCCCCCNC(=O)[C@H](CCCCN)n3cc(CCO)nn3)CC2)nc(N2CCN(C(=O)CCCCCCCCCCNC(=O)[C@H](CCCN=C(N)N)n3cc(C[C@@H](C)CC)nn3)CC2)n1	-44.7	26.4
Clc1ccccc1CSc1cc2c(nn1)-c1ccccc1CC2	-91.1	1.1
CC(C)(C)c1ccc(C(=O)N2CCNCC2)cc1	4.6	2.6
O=C(COC(=O)c1ccccc1OCc1ccc(F)cc1)NCC1CCCO1 (stereo unspecified)	-16.4	9.8
CC(C)NC(=O)c1ccc(-c2ccc(F)c(F)c2)c2ccoc12	-24.5	1.8
O=C(O)C1C2CCC(O2)C1C(=O)NCc1ccccc1Br (stereo unspecified)	-12.4	-1.6
CC1CCCC(N2CCN(C(=O)c3ccc(F)cc3)CC2)C1 (stereo unspecified)	-0.9	-2.2
C=C1CCN([C@@H](CC(C)C)C(=O)NCc2ccccc2)S(=O)(=O)c2ccccc21	-0.5	-5.7
CN(c1ccccc1)S(=O)(=O)c1cccc(NC(=O)COc2cccc([N+](=O)[O-])c2)c1	-41.6	5.9
COc1ccccc1C1CC(=O)Nc2c1c(=O)n(C)c(=O)n2C (stereo unspecified)	4.9	0.8
Cc1cc(C)n(-c2ncc3c(n2)N(CCO)CCOC3=O)n1	12.3	-2.4
CCOC(=O)c1c(CSC(=N)N)n(-c2ccc(C)cc2)c2cc(Br)c(OC(C)=O)cc12	74.4*	-7.2*
(more compounds)
SMILES	TAG inh	TAG inh DAPI viability
CC(C)(CO)Nc1nc(N2CCCC2)nc(N2CCCC2)n1	1.7	-3.9
CC(C)CCN(C(=S)Nc1cccc(F)c1)C1CCN(C(C)C)CC1	-5.2	4.9
CCOC(=O)CC(=O)c1cc(OC)c(OC)c(OC)c1	6.0	-5.3
CNC(=O)COC(=O)/C=C/c1cccc(F)c1	-2.9	2.2
CC(C)c1nnc(NC(=O)CCC(=O)Nc2ccc3cn[nH]c3c2)s1	2.2	3.7
COc1cccc(C(=O)NCC(c2cccs2)N2CCOCC2)c1 (stereo unspecified)	-14.4	3.2
CCOc1ccc(-n2c(SCC(=O)Nc3ccc(OC)cc3)nc3c(c2=O)SCC3)cc1	11.7	1.3
COC(=O)c1cccc(C23CC4(C2)[C@H](CN(Cc2cccnc2)[C@@H]4c2ccccc2)C3c2ccccc2)c1 (stereo partly specified)	-0.9	4.0
Cn1c(SCC(=O)NNC(=O)c2ccccc2Br)nnc1C(F)(F)F	12.5	-12.2
COC(=O)C1C(=O)c2c([nH]c(C(=O)OC3CCCCCC3)c2C)CC1C (stereo unspecified)	8.6	-15.3
OC[C@@H]1CN(Cc2ccc(Cl)cc2)C[C@H](n2cnc3c(NC4CC4)ncnc32)O1	15.4	-10.0
COc1cc(C)ccc1NC(=O)Cc1csc(NC(=O)Nc2ccccc2OC)n1	3.3	4.4
COc1ccccc1N1CCN(C(c2cc3cc(C)ccc3[nH]c2=O)c2nnnn2C2CCCC2)CC1 (stereo unspecified)	28.6	-3.2
O=[N+]([O-])c1cc([N+](=O)[O-])c(Oc2c(Cl)cccc2Cl)cc1NN1CCCCC1	-2.1	-3.7
Brc1ccc2nc(N3CCCC3)sc2c1	-19.7	6.0
COc1ccc(NC(=O)CSc2nc(O)cc(=O)n2C)cc1	-10.6	14.0
Cn1cccc1CC(=O)N/N=C/c1cccc([N+](=O)[O-])c1	-0.2	-11.2
C=CCC(=O)OCCCCCCOc1ccc(C(=O)O)cc1	2.4	-0.2
CSc1nnnn1-c1c(C)cccc1C	-10.2	-2.9
CCN(CC)S(=O)(=O)c1cccc(C(=O)N[C@H](C(=O)OCC(N)=O)C(C)C)c1	-0.1	-3.2
O=C(Nc1cccnc1)c1sc(Nc2ccccc2F)nc1-c1ccccc1	19.1	4.3
Fc1ccccc1Nc1nc(-c2ccncc2)nc2ccccc12	25.0	-10.3
COc1ccc(C(=O)Cn2c(C(C)=O)nc3ccccc32)cc1	-7.9	9.9
CC1(C)CC2CC(C)(CN2C(=O)Cc2ccccc2)C1 (stereo unspecified)	1.7	1.1
CCNC(=O)C1(C)CCN(C(=O)c2ccc(C)c(F)c2)C1 (stereo unspecified)	3.9	2.0
The list continues.
SMILES	TAG inh	TAG inh DAPI viability
COc1ccc(-c2ccc(C(=O)Nc3ccc(NC(C)=O)cc3)c3occc23)c(C)c1	6.0	-8.9
Cc1ccc2c(c1)C(SCC(=O)NCCc1ccccc1)CC1(CCCC1)O2 (stereo unspecified)	34.2	-25.8
N#CC1(NC(=O)COC(=O)c2ccc(-c3ccc(O)cc3)cc2)CCCCC1	11.4	4.3
CC(C)c1ccccc1OCC(=O)Nc1nnc(C2CC2)s1	8.0	1.4
CN=C1c2ccccc2CN1c1cccc(C(=O)OC)c1	19.3	0.9
CCC(CC)C(=O)NCCc1ccc(OC)cc1	-6.6	-3.1
CC(OC(=O)Cc1ccccc1[N+](=O)[O-])C(=O)NC(=O)NC1CCCCC1 (stereo unspecified)	-7.5	2.8
Cc1ccn2c(-c3csc(NCc4ccco4)n3)c(C)nc2c1	34.3	4.8
O=C(Nc1c[nH]c(=O)[nH]c1=O)c1cccc([N+](=O)[O-])c1	-2.1	5.0
CN(CC(=O)Nc1ccccc1Cl)CC(=O)Nc1c(F)cccc1F	-9.5	-6.2
c1ccc(-c2cn3nc4c(nc3n2)CCCC4)cc1	0.0	0.6
C/C(=N\OCC(=O)OCC(=O)NCc1ccccc1)c1ccc2c(c1)OCO2	0.5	-6.3
CCCCNC(=O)c1onc(CSc2cccc(OCC)c2)c1C(=O)O	5.6	-4.0

2 entries picked at random from the list so far:
SMILES	TAG inh	TAG inh DAPI viability
CC(C)c1ccccc1OCC(=O)Nc1nnc(C2CC2)s1	8.0	1.4
N#CC1(NC(=O)COC(=O)c2ccc(-c3ccc(O)cc3)cc2)CCCCC1	11.4	4.3

Copied from the entries so far (15 entries):
SMILES	TAG inh	TAG inh DAPI viability
O=C(Nc1cccnc1)c1sc(Nc2ccccc2F)nc1-c1ccccc1	19.1	4.3
Fc1ccccc1Nc1nc(-c2ccncc2)nc2ccccc12	25.0	-10.3
COc1ccc(C(=O)Cn2c(C(C)=O)nc3ccccc32)cc1	-7.9	9.9
CC1(C)CC2CC(C)(CN2C(=O)Cc2ccccc2)C1 (stereo unspecified)	1.7	1.1
CCNC(=O)C1(C)CCN(C(=O)c2ccc(C)c(F)c2)C1 (stereo unspecified)	3.9	2.0
COc1ccc(-c2ccc(C(=O)Nc3ccc(NC(C)=O)cc3)c3occc23)c(C)c1	6.0	-8.9
Cc1ccc2c(c1)C(SCC(=O)NCCc1ccccc1)CC1(CCCC1)O2 (stereo unspecified)	34.2	-25.8
N#CC1(NC(=O)COC(=O)c2ccc(-c3ccc(O)cc3)cc2)CCCCC1	11.4	4.3
CC(C)c1ccccc1OCC(=O)Nc1nnc(C2CC2)s1	8.0	1.4
CN=C1c2ccccc2CN1c1cccc(C(=O)OC)c1	19.3	0.9
CCC(CC)C(=O)NCCc1ccc(OC)cc1	-6.6	-3.1
CC(OC(=O)Cc1ccccc1[N+](=O)[O-])C(=O)NC(=O)NC1CCCCC1 (stereo unspecified)	-7.5	2.8
Cc1ccn2c(-c3csc(NCc4ccco4)n3)c(C)nc2c1	34.3	4.8
O=C(Nc1c[nH]c(=O)[nH]c1=O)c1cccc([N+](=O)[O-])c1	-2.1	5.0
CN(CC(=O)Nc1ccccc1Cl)CC(=O)Nc1c(F)cccc1F	-9.5	-6.2

Source: PubChem
